Assay outcomes from PubChem BioAssay.
Growth percent in the NCI-60 one-dose screen (48 h, 10 µM unless noted): 100 = growth as untreated, 0 = no growth, -100 = all killed.
TK-10 = TK-10 renal cancer cells. actives 3.9% (n = 81,000). AID 1794769
ACHN = ACHN renal cancer; actives 4.9% (n = 81,000)
RXF 393 = RXF 393 renal cancer cells. actives 6.9% (n = 77,000)
OVCAR-3 = OVCAR-3 ovarian cancer; actives 7% (n = 79,000); AID 1794787
OVCAR-5 = OVCAR-5 ovarian cancer | actives 2.9% (n = 82,000)
CAKI-1 = CAKI-1 renal cancer | actives 4.7% (n = 75,000) | AID 1794772
A498 = A498 renal cancer cells; actives 5.4% (n = 76,000)
OVCAR-8 = OVCAR-8 ovarian cancer; actives 4.4% (n = 81,000); AID 1794782
Active calls of the source: *. How the source made its calls: active means growth percent below 10; inactive means the rest. An excerpt; count on the stated rates, not on these rows.

O=c1c2c(c(=O)n1O)c1c3ccc[nH]c3nc1c1nc3[nH]cccc3c12 was read as TK-10 117, ACHN 88, RXF 393 87, OVCAR-3 98, OVCAR-5 103, CAKI-1 69, A498 94 and OVCAR-8 67.
For CC(=O)C(C)C(C)=O the results were TK-10 112, ACHN 109, RXF 393 116, OVCAR-3 126, OVCAR-5 111, CAKI-1 102, A498 119 and OVCAR-8 104.
For COc1cc(CNC(=O)/C=C/C=C/c2ccc3c(c2)OCO3)ccc1OCc1cn(-c2ccccc2F)nn1 the results were TK-10 99, ACHN 80, OVCAR-3 100, OVCAR-5 91, CAKI-1 86, A498 95 and OVCAR-8 74.
`Nc1c(C(=O)c2ccc(Cl)cc2)sc2nc(-c3cc4ccccc4o3)cc(-c3ccc(Cl)cc3)c12` gave TK-10 126, ACHN 82, RXF 393 119, OVCAR-3 85, OVCAR-5 96, A498 90 and OVCAR-8 110.
For C[C@H]1OC(=O)/C=C/C(=O)[C@@H](OC(=O)CCC(=O)O)CCCCCCCC[C@@H]1O the results were TK-10 123, ACHN 96, RXF 393 121, OVCAR-3 102, OVCAR-5 101, CAKI-1 91, A498 130 and OVCAR-8 88.
Screening Cc1ccc(C)c2c1C(O)(C#Cc1ccccc1)c1ccccc1C2(O)C#Cc1ccccc1 (stereo not drawn) returned TK-10 59, ACHN 50, RXF 393 65, OVCAR-3 63, OVCAR-5 81, CAKI-1 72, A498 69 and OVCAR-8 59.
N#C/C(=C/c1cccc(Oc2ccccc2)c1)c1ccccc1 was read as TK-10 71, ACHN 107, RXF 393 96, OVCAR-3 102, OVCAR-5 100, CAKI-1 95, A498 75 and OVCAR-8 107.
CCC/C=C(\C#N)C(=O)OC was read as TK-10 103, ACHN 101, RXF 393 100, OVCAR-3 108, OVCAR-5 103, CAKI-1 99, A498 100 and OVCAR-8 95.
`CCOC(=O)C(Nc1ccc(F)cc1)c1cc(C)c(N)c(C)c1` (stereo not drawn) gave TK-10 118, ACHN 92, RXF 393 114, OVCAR-3 107, OVCAR-5 100, CAKI-1 98, A498 95 and OVCAR-8 114.
`N#C/C(=C/c1cc([N+](=O)[O-])c(O)c([N+](=O)[O-])c1)C(N)=O` gave TK-10 99, ACHN 112, RXF 393 96, OVCAR-3 103, OVCAR-5 102, CAKI-1 101, A498 109 and OVCAR-8 103.
For CCOc1ccc(NC(=O)NNC(=O)c2ccncc2)cc1 the results were TK-10 100, ACHN 99, RXF 393 119, OVCAR-3 115, OVCAR-5 101, CAKI-1 103, A498 108 and OVCAR-8 102.
`O=C(O)C(Cc1ccccc1)N1C(=O)C=CC1=O` (stereo not drawn) gave TK-10 93, ACHN 102, RXF 393 102, OVCAR-3 101, OVCAR-5 103, CAKI-1 97, A498 89 and OVCAR-8 109.
`Clc1ccccc1C(Sc1nc2ccccc2s1)Sc1nc2ccccc2s1` gave TK-10 120, ACHN 100, RXF 393 96, OVCAR-3 99, OVCAR-5 106, CAKI-1 80, A498 109 and OVCAR-8 111.
For COC(=O)[C@]1(C)N[C@H](c2cn(-c3ccccc3)nc2-c2ccccc2)[C@@H]2C(=O)N(c3ccc(Cl)cc3)C(=O)[C@@H]21 the results were TK-10 110, ACHN 108, RXF 393 118, OVCAR-3 95, OVCAR-5 104, CAKI-1 106 and A498 97.
Screening N#Cc1c(-c2ccc(F)cc2)nc(NN2C(=O)c3ccccc3C2=O)nc1N1CCOCC1 returned TK-10 84, ACHN 102, RXF 393 84, OVCAR-3 103, OVCAR-5 106, A498 89 and OVCAR-8 98.

Next part (two carried over from the part before).
For COC(=O)[C@]1(C)N[C@H](c2cn(-c3ccccc3)nc2-c2ccccc2)[C@@H]2C(=O)N(c3ccc(Cl)cc3)C(=O)[C@@H]21 the results were TK-10 110, ACHN 108, RXF 393 118, OVCAR-3 95, OVCAR-5 104, CAKI-1 106 and A498 97.
Screening N#Cc1c(-c2ccc(F)cc2)nc(NN2C(=O)c3ccccc3C2=O)nc1N1CCOCC1 returned TK-10 84, ACHN 102, RXF 393 84, OVCAR-3 103, OVCAR-5 106, A498 89 and OVCAR-8 98.
Screening C=CCNC(=S)N1CCN(c2ccccc2Cl)CC1 returned TK-10 114, ACHN 103, RXF 393 94, OVCAR-3 94, OVCAR-5 95, CAKI-1 102, A498 93 and OVCAR-8 96.
Screening CC1(C)CC[C@]2(C(=O)O)CC[C@]3(C)C(=CC[C@@H]4[C@@]5(C)C/C(=C/O)C(=O)C(C)(C)[C@@H]5CC[C@]43C)[C@@H]2C1 returned TK-10 58, ACHN 20, RXF 393 94, OVCAR-3 21, OVCAR-5 81, CAKI-1 49, A498 86 and OVCAR-8 29.
COc1cc(-c2cc(-c3cc(OC)c(OC)c(OC)c3)nc3nc(N)[nH]c(=O)c23)ccc1Oc1ccnc2cc(Cl)ccc12 was read as TK-10 93, ACHN 48, RXF 393 -13*, OVCAR-3 -26*, OVCAR-5 103, CAKI-1 39, A498 85 and OVCAR-8 42.
Screening O=C(OC(CO)C(=O)NC12CC3CC(CC(C3)C1)C2)c1ccc(Cl)cc1 (stereo not drawn) returned TK-10 102, ACHN 100, RXF 393 103, OVCAR-3 115, OVCAR-5 96, CAKI-1 99, A498 103 and OVCAR-8 100.
`COc1ccc(/C=C/C(C)=N/OCC(=O)Nc2ccc(Cl)cc2)cc1` gave TK-10 62, ACHN 47, RXF 393 90, OVCAR-3 38, OVCAR-5 79, CAKI-1 15, A498 41 and OVCAR-8 53.
`COc1cc(NC(=O)CSc2nnc(-c3ccc(-c4nc5ccc(Cl)cc5[nH]4)cc3)o2)cc(OC)c1OC` gave TK-10 94, ACHN 75, RXF 393 26, OVCAR-3 22, OVCAR-5 71, CAKI-1 68, A498 137 and OVCAR-8 63.
Screening Oc1ccccc1-c1nnc(SCc2ccc(O)c3ncccc23)o1 returned TK-10 44, ACHN 25, RXF 393 29, OVCAR-3 30, OVCAR-5 68, CAKI-1 25, A498 82 and OVCAR-8 26.
For Brc1cccc[n+]1CCCC[n+]1ccccc1Br the results were TK-10 105, ACHN 101, RXF 393 114, OVCAR-3 111, OVCAR-5 105, CAKI-1 95, A498 95 and OVCAR-8 102.
COc1cc2oc(-c3cccc(NC(=O)[C@H](CC(C)C)NC(=O)OC(C)(C)C)c3)cc(=O)c2c(OC)c1OC was read as TK-10 98, ACHN 85, RXF 393 92, OVCAR-3 109, OVCAR-5 97, CAKI-1 61, A498 70 and OVCAR-8 69.
CCCCCCCCc1cc(Cl)c(O)c(Cl)c1 was read as TK-10 113, ACHN 103, RXF 393 113, OVCAR-3 101, OVCAR-5 101, CAKI-1 90, A498 108 and OVCAR-8 103.
Screening CCN(CC)CCNc1ccc(CO)c2sc3ccccc3c(=O)c12 returned TK-10 46, ACHN 20, RXF 393 37, OVCAR-3 63, OVCAR-5 53, CAKI-1 43, A498 -18* and OVCAR-8 31.
Screening CCOC(=O)c1cc(C#N)n2ncc3ccccc3c12 returned TK-10 91, ACHN 92, RXF 393 102, OVCAR-3 103, OVCAR-5 85, CAKI-1 87, A498 72 and OVCAR-8 98.
`O=C1/C(=C/c2cccc(O)c2)Oc2cc(O)ccc21` gave TK-10 99, ACHN 104, RXF 393 111, OVCAR-3 112, OVCAR-5 101, CAKI-1 96, A498 102 and OVCAR-8 105.
`COc1cc2c3c(c4c5ccccc5[nH]c4c2c(OC)c1OC)C(=O)N(O)C3=O` gave TK-10 80, ACHN 21, RXF 393 52, OVCAR-3 49, OVCAR-5 112, CAKI-1 36, A498 -17* and OVCAR-8 37.
Screening O=c1nc(Nc2cc(F)ccc2O)sc2ccccc12 returned TK-10 133, ACHN 92, RXF 393 93, OVCAR-3 94, OVCAR-5 118, CAKI-1 83, A498 130 and OVCAR-8 101.

Quoted from the results shown, 11 compounds:
`COc1ccc(/C=C/C(C)=N/OCC(=O)Nc2ccc(Cl)cc2)cc1` gave TK-10 62, ACHN 47, RXF 393 90, OVCAR-3 38, OVCAR-5 79, CAKI-1 15, A498 41 and OVCAR-8 53.
`COc1cc(NC(=O)CSc2nnc(-c3ccc(-c4nc5ccc(Cl)cc5[nH]4)cc3)o2)cc(OC)c1OC` gave TK-10 94, ACHN 75, RXF 393 26, OVCAR-3 22, OVCAR-5 71, CAKI-1 68, A498 137 and OVCAR-8 63.
Screening Oc1ccccc1-c1nnc(SCc2ccc(O)c3ncccc23)o1 returned TK-10 44, ACHN 25, RXF 393 29, OVCAR-3 30, OVCAR-5 68, CAKI-1 25, A498 82 and OVCAR-8 26.
For Brc1cccc[n+]1CCCC[n+]1ccccc1Br the results were TK-10 105, ACHN 101, RXF 393 114, OVCAR-3 111, OVCAR-5 105, CAKI-1 95, A498 95 and OVCAR-8 102.
COc1cc2oc(-c3cccc(NC(=O)[C@H](CC(C)C)NC(=O)OC(C)(C)C)c3)cc(=O)c2c(OC)c1OC was read as TK-10 98, ACHN 85, RXF 393 92, OVCAR-3 109, OVCAR-5 97, CAKI-1 61, A498 70 and OVCAR-8 69.
CCCCCCCCc1cc(Cl)c(O)c(Cl)c1 was read as TK-10 113, ACHN 103, RXF 393 113, OVCAR-3 101, OVCAR-5 101, CAKI-1 90, A498 108 and OVCAR-8 103.
Screening CCN(CC)CCNc1ccc(CO)c2sc3ccccc3c(=O)c12 returned TK-10 46, ACHN 20, RXF 393 37, OVCAR-3 63, OVCAR-5 53, CAKI-1 43, A498 -18* and OVCAR-8 31.
Screening CCOC(=O)c1cc(C#N)n2ncc3ccccc3c12 returned TK-10 91, ACHN 92, RXF 393 102, OVCAR-3 103, OVCAR-5 85, CAKI-1 87, A498 72 and OVCAR-8 98.
`O=C1/C(=C/c2cccc(O)c2)Oc2cc(O)ccc21` gave TK-10 99, ACHN 104, RXF 393 111, OVCAR-3 112, OVCAR-5 101, CAKI-1 96, A498 102 and OVCAR-8 105.
`COc1cc2c3c(c4c5ccccc5[nH]c4c2c(OC)c1OC)C(=O)N(O)C3=O` gave TK-10 80, ACHN 21, RXF 393 52, OVCAR-3 49, OVCAR-5 112, CAKI-1 36, A498 -17* and OVCAR-8 37.
Screening O=c1nc(Nc2cc(F)ccc2O)sc2ccccc12 returned TK-10 133, ACHN 92, RXF 393 93, OVCAR-3 94, OVCAR-5 118, CAKI-1 83, A498 130 and OVCAR-8 101.

Following part
For Cc1ccc2c(c1)CCCN2 the results were TK-10 105, ACHN 100, RXF 393 113, OVCAR-3 97, OVCAR-5 108, CAKI-1 77, A498 90 and OVCAR-8 103.
Screening O=C(CC1Sc2ccccc2NC1=O)NNc1ccc(Cl)cc1Cl (stereo not drawn) returned TK-10 87, ACHN 93, OVCAR-3 86, OVCAR-5 70, CAKI-1 34 and A498 74.
`CC(=O)C1C(=O)C(=O)N(c2ccc([N+](=O)[O-])cc2[N+](=O)[O-])C1=O` (stereo not drawn) gave TK-10 104, ACHN 103, RXF 393 98, OVCAR-3 115, OVCAR-5 111, CAKI-1 98, A498 84 and OVCAR-8 99.
Nc1nc(-c2ccc(Cl)cc2Cl)cc(-c2cc3cc(Br)ccc3oc2=O)n1 was read as TK-10 90, ACHN 91, RXF 393 103, OVCAR-3 94, OVCAR-5 100, CAKI-1 98 and OVCAR-8 99.
`C/C(=N\O)[C@@H]1CC[C@]2(CO)CC[C@]3(C)[C@H](CC[C@@H]4[C@@]5(C)CCCNC(C)(C)[C@@H]5CC[C@]43C)[C@@H]12` gave TK-10 109, ACHN 99, RXF 393 81, OVCAR-3 80, OVCAR-5 88, CAKI-1 79, A498 107 and OVCAR-8 91.
Oc1ccc2cc(Br)ccc2c1-c1c(O)ccc2cc(Br)ccc12 was read as TK-10 52, ACHN 23, RXF 393 60, OVCAR-3 65, OVCAR-5 94, CAKI-1 40, A498 72 and OVCAR-8 73.
Screening CC(C)Sc1nc(-c2ccc(OCc3ccccc3)cc2)c(C#N)c(=O)[nH]1 returned TK-10 92, ACHN 89, RXF 393 105, OVCAR-3 114, OVCAR-5 112, CAKI-1 91, A498 86 and OVCAR-8 94.
CCCCC(CC)CNC(=O)/C=C\C(=O)O (stereo not drawn) was read as TK-10 115, ACHN 107, RXF 393 90, OVCAR-3 104, OVCAR-5 105, CAKI-1 88, A498 75 and OVCAR-8 99.
`O=C(CSc1nc2ccccc2c(=O)n1CCc1ccccc1)Nc1ccc(F)cc1` gave TK-10 107, ACHN 84, OVCAR-3 101, OVCAR-5 110, CAKI-1 79, A498 90 and OVCAR-8 97.
Screening CCN(CC)C(=O)COc1ccc(C=C2C(=O)NC(=O)NC2=O)cc1 returned TK-10 113, ACHN 104, RXF 393 113, OVCAR-3 110, OVCAR-5 107, CAKI-1 101, A498 90 and OVCAR-8 110.
CC(=O)c1c(O)c(C)c(O)c2c1OC1=Cc3c(c(C)nn3C)C(=O)C12C (stereo not drawn) was read as TK-10 89, ACHN 90, RXF 393 86, OVCAR-3 101, OVCAR-5 99, CAKI-1 98, A498 76 and OVCAR-8 88.
`O=[N+]([O-])c1nccn1CCCCCCCCCCCN1CCOCC1` gave TK-10 112, ACHN 97, RXF 393 103, OVCAR-3 96, OVCAR-5 100, CAKI-1 93, A498 86 and OVCAR-8 96.
CCc1cc2c(=O)c(-c3nc4ccccc4s3)coc2c(CN2CCCCC2)c1O was read as TK-10 88, ACHN 94, RXF 393 111, OVCAR-3 100, OVCAR-5 105, CAKI-1 71, A498 81 and OVCAR-8 99.
